FLuc stim CS = FLuc activators, initial screening, artefact control for FLuc-dependent activation tests, biochemical, ATPlite luminescence. Luciferin 4-monooxygenase (Photinus pyralis), P08659. ATPlite luciferase biochemical, 10 min; 0 = ATP-free wells, 1 = DMSO control. activation factor at 10 µM. 200,000 tested, under 10 active. AID 1027, 2008;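 active = luciferase activation factor, scaled between plate controls, of at least 2 with compound at 10 µM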
Target sequence (P08659 whole entry, looked up): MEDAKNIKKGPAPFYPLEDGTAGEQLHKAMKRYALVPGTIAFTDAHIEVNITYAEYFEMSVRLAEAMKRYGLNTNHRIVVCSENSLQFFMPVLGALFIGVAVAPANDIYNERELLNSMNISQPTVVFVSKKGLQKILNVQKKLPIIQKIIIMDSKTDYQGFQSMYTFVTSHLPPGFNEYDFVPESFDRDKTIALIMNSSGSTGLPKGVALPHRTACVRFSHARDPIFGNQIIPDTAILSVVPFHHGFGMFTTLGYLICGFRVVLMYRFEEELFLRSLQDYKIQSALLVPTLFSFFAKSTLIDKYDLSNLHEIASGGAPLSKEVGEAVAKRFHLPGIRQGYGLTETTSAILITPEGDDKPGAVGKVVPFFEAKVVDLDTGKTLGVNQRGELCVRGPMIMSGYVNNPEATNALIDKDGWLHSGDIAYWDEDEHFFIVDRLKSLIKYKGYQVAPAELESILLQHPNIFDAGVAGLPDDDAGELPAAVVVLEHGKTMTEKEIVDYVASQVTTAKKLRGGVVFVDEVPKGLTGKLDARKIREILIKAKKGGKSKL
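Assay system: Luciferase/luciferin detection reagent, cell-free biochemical luciferase assay / Read-out: luciferase activation / Benchmarks: No-ATP low control, compound-free enzyme-plus-ATP high control / Medium: PBS buffer for ATP / Detection: luminescence measurement of luciferase light output / Schedule: 10 min at ambient temperature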
Lmaj promast = Leishmania major promastigote growth inhibition, primary screen; Leishmania major promastigotes, resazurin fluorescence viability; inhibition, % at 10 µM; hit rate 9% among 200,000; AID 1063, 2008; in the data active = inhibition above about 50%;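 note: promastigotes grown with compound for 44 hours at 28 °C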
RAM network inh = inhibitors of the yeast RAM network, primary screen, dse1pr::URA3 reporter, 5-FOA selection. S. cerevisiae dse1pr::URA3 reporter, 5-FOA growth OD615, 2 d; analog-sensitive cbk1-as2 kinase mutant strain. inhibition, % at 50 µM. hit rate 1.8% among 190,000. AID 868, 2007;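 active = inhibition above a set limit, 3 SD over mean compound inhibition, cut at about 8.4% in these data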;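 note: 0% = DMSO-only wells with no growth and 100% = 10 µM 1-NA-PP1 full growth; inhibition rescues growth on 5-FOA so higher OD means more RAM inhibition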
FLuc inh counter = firefly luciferase enzyme inhibitors, primary screen, artefact control for luciferase-based inhibitor screens, biochemical, luminescence, ATPLite; Luciferin 4-monooxygenase (Photinus pyralis), P08659; 10 min; inhibition, % at 10 µM; hit rate 1.5% among 200,000; AID 1006, 2008;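 active = inhibition above about 50% when tested at 10 µM, limit read from the data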
bIAP inh = bovine intestinal alkaline phosphatase inhibitors, primary screen, selectivity assay for TNAP inhibitor project, biochemical, bovine IAP, CDP-star luminescence | inhibition, % at 20 µM | purified bovine IAP, 30 min | 190,000 tested, under 10 active | alkaline phosphatase, intestinal [Bos taurus];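 active = over 50% inhibition of intestinal alkaline phosphatase at 20 µM in the single-dose screen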
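Assay system – bovine IAP enzyme · Quantity – bovine IAP at 1/65,000,000 final dilution · Detection – CDP-star luminescence signal · Times – 30 min reaction at room temperature · Also added – CDP-star substrate at 30 µM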
TNAP inh hiacc = human TNAP enzyme inhibitors, primary screen, biochemical, luminescent, high phosphate acceptor level, uHTS. Alkaline phosphatase, tissue-nonspecific isozyme (Homo sapiens), P05186. purified TNAP, CDP-star luminescence, 1 M DEA. inhibition, % at 20 µM. hit rate 0.03% among 200,000;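 active = over 50% inhibition of tissue-nonspecific alkaline phosphatase at 20 µM in the single-dose screen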;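 note: plate controls were DMSO wells for no effect and EDTA-quenched wells as full inhibition for full effect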
APP 5UTR inh = inhibitors of APP translation via 5'UTR reporter, primary screen, APP 5'UTR luciferase, SH-SY5Y cells. SH-SY5Y APP 5'UTR-luciferase reporter, luminescence. inhibition, % at 2 µM. hit rate 0.82% among 190,000;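 active = inhibition above a set limit, derived from the sample mean plus 3 SD, cut at about 45% in these data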; note: values of inactives mirror those of a sister screen read the other way
TNAP inh noacc = human TNAP enzyme inhibitors, primary screen, biochemical, luminescent, no phosphate acceptor, uHTS | purified TNAP, CDP-star luminescence, 30 min | inhibition, % at 20 µM | hit rate 0.26% among 200,000 | Alkaline phosphatase, tissue-nonspecific isozyme (Homo sapiens), P05186;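 active = tissue-nonspecific alkaline phosphatase inhibition above about 50% at 20 µM in the single-dose screen, limit read from the data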;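 note: 0% = DMSO negative control and 100% = EDTA positive control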
bIAP act = bovine intestinal alkaline phosphatase activators, primary screen, biochemical, bovine IAP, CDP-star luminescence | purified bovine IAP, 30 min; stronger effect = higher value; fold of DMSO-control signal, blank-subtracted | activation factor at 20 µM | hit rate 0.17% among 200,000 | AID 1016, 2008;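 active = activation factor of 2 or more at 20 µM, a signal rise over negative controls twice the positive control's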
TNAP act hi DEA = TNAP activators at high phosphate acceptor level, primary screen, biochemical, luminescence, uHTS | 200,000 tested, under 10 active | activation factor at 20 µM | Alkaline phosphatase, tissue-nonspecific isozyme (Homo sapiens), P05186 | purified TNAP, CDP-star luminescence, 1 M DEA, 30 min; stronger effect = higher value; 0 = EDTA background, 1 = DMSO-only activity;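 active = activation factor at least 2 at 20 µM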
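system = human TNAP | amount = enzyme diluted 1/800 final | reagent = 100 µM CDP-star substrate | signal = luminescent substrate turnover signal | dosing = one dose, 20 µM | benchmarks = EDTA negative control, DMSO positive control | measure = activation factor | timing = 30 min reaction, room temperature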
* hit, by the source's call. Hits appear at their usual frequency; 13% or so of the library scored in one or more.

1) O=C(C1CCCN(S(=O)(=O)c2cccs2)C1)N1CCN(C2CCCCC2)CC1 (stereo not given)
2) O=C(NCCc1nc(-c2ccccc2)cs1)c1ccc(Br)cc1
3) O=C(Cc1ccc(-n2cccc2)cc1)NCc1ccccc1Cl
4) CCOC(=O)NC(=O)/C(C=Nc1ccc(Cl)c(Cl)c1Cl)=C(\C)O
5) Cc1ccnc(NC(=O)Nc2ccc(F)cc2)c1
6) Cc1nc(-c2ccccc2)sc1C(=O)CSc1ccc(Cl)cc1

Compound | 1 | 2 | 3 | 4 | 5 | 6
TNAP inh hiacc | -2.8 | -5.3 | -5.2 | -3.4 | -4.7 | -3.6
FLuc inh counter | 0.5 | 5.8 | -2.1 | -5.0 | 44.9 | -1.7
Lmaj promast | 83.0* | -3.9 | -0.1 | 24.3 | -3.6 | -4.5
bIAP act | 1 | 0.8 | 1 | 1.1 | 0.7 | 0.6
TNAP inh noacc | -5.2 | -13.7 | -11.2 | -8.2 | -11.6 | -4.9
FLuc stim CS | 1 | 0.9 | 1 | 1.1 | 0.6 | 1
TNAP act hi DEA | 1 | 1.1 | 1.1 | 1 | 1 | 1
APP 5UTR inh | 2.0 | 1.3 | 4.9 | 2.6 | -84.0 | 3.2
bIAP inh | -2.7 | 15.0 | 4.5 | -6.4 | 26.7 | 39.1
RAM network inh | 0.0 | 4.5 | 2.9 | 2.7 | 1.2 | 0.9

Quoted at random: six compounds from above, in no set order.
5) Cc1ccnc(NC(=O)Nc2ccc(F)cc2)c1
2) O=C(NCCc1nc(-c2ccccc2)cs1)c1ccc(Br)cc1
3) O=C(Cc1ccc(-n2cccc2)cc1)NCc1ccccc1Cl
4) CCOC(=O)NC(=O)/C(C=Nc1ccc(Cl)c(Cl)c1Cl)=C(\C)O
1) O=C(C1CCCN(S(=O)(=O)c2cccs2)C1)N1CCN(C2CCCCC2)CC1 (stereo not given)
6) Cc1nc(-c2ccccc2)sc1C(=O)CSc1ccc(Cl)cc1

Compound | 5 | 2 | 3 | 4 | 1 | 6
TNAP inh hiacc | -4.7 | -5.3 | -5.2 | -3.4 | -2.8 | -3.6
FLuc inh counter | 44.9 | 5.8 | -2.1 | -5.0 | 0.5 | -1.7
Lmaj promast | -3.6 | -3.9 | -0.1 | 24.3 | 83.0* | -4.5
bIAP act | 0.7 | 0.8 | 1 | 1.1 | 1 | 0.6
TNAP inh noacc | -11.6 | -13.7 | -11.2 | -8.2 | -5.2 | -4.9
FLuc stim CS | 0.6 | 0.9 | 1 | 1.1 | 1 | 1
TNAP act hi DEA | 1 | 1.1 | 1.1 | 1 | 1 | 1
APP 5UTR inh | -84.0 | 1.3 | 4.9 | 2.6 | 2.0 | 3.2
bIAP inh | 26.7 | 15.0 | 4.5 | -6.4 | -2.7 | 39.1
RAM network inh | 1.2 | 4.5 | 2.9 | 2.7 | 0.0 | 0.9

Additional records follow.
7) COc1ccc(S(=O)(=O)N2CCN(C(=O)c3cccc(Cl)c3)CC2)cc1
8) COC(=O)c1c(O)c2c([nH]c1=O)CCCC2
9) O=C(O)C1CC=CCC1C(=O)Nc1ccc(F)c(F)c1 (stereo not given)
10) CCOC(=O)C(=O)/C(C#N)=C/Nc1ccccc1
11) CCOC(=O)c1c(/N=C/c2cc(C)ccc2O)sc2c1CCN(C)C2
12) COc1ccc(C(C(=O)NC(C)(C)C)N(C(=O)CNC(=O)c2cccs2)c2ccc(NC(C)=O)cc2)cc1OC (stereo not given)

Compound | 7 | 8 | 9 | 10 | 11 | 12
TNAP inh hiacc | -8.6 | -5.5 | -2.4 | -2.4 | 2.7 | 0.5
FLuc inh counter | -6.5 | -2.2 | -7.0 | -6.1 | 4.4 | -2.8
Lmaj promast | 5.0 | -1.5 | -6.6 | -2.5 | -3.8 | -4.6
bIAP act | 0.9 | 0.8 | 0.9 | 0.9 | 0.8 | 1
TNAP inh noacc | -13.3 | -16.0 | -10.8 | -0.4 | -1.5 | -4.7
FLuc stim CS | 1.1 | 1 | 1.1 | 1.1 | 1 | 1
TNAP act hi DEA | 1.1 | 1.1 | 1 | 1 | 1 | 1
APP 5UTR inh | -3.5 | 6.7 | -3.8 | -23.6 | -24.8 | -1.3
bIAP inh | 8.6 | 19.0 | 9.0 | 5.6 | 17.0 | -3.2
RAM network inh | 2.6 | 1.2 | 1.8 | 4.0 | 0.8 | 1.8

Along the list, from the results shown.
TNAP inh hiacc for entries 1–5 → -2.8, -5.3, -5.2, -3.4, -4.7
bIAP inh for entries 1–5 → -2.7, 15.0, 4.5, -6.4, 26.7

(further entries)
13) Cc1ccc(NC(=O)CSc2nnc(Cc3cccn3C)n2-c2ccc(F)cc2)c(C)c1
14) Nc1ccccc1C(=O)Nc1nccs1
15) CCCOc1ccc(/C(O)=C2/C(=O)C(=O)N(CCCN3CCOCC3)C2c2ccncc2)cc1 (stereo not given)
16) CCOC(=O)C1CCCN(CC(=O)/C=C2/N(C)c3ccccc3C2(C)C)C1 (stereo not given)
17) O=C1CCC(=O)N1CNc1ccc(Oc2ccccc2)cc1
18) CC1=C(C(=O)Nc2cccc(F)c2)C(c2ccsc2)C2=C(CC(C)(C)CC2=O)N1 (stereo not given)

Compound | 13 | 14 | 15 | 16 | 17 | 18
TNAP inh hiacc | -5.1 | -8.7 | -4.8 | -5.6 | -1.2 | -4.3
FLuc inh counter | -6.1 | 20.1 | -5.8 | -5.4 | -5.8 | -3.6
Lmaj promast | 61.6* | -0.6 | 1.9 | 32.6 | 10.5 | 27.5
bIAP act | 1.1 | 1.2 | 1.1 | 1 | 0.9 | 1.1
TNAP inh noacc | -13.2 | -9.4 | 0.2 | -9.4 | -9.5 | -34.7
FLuc stim CS | 1.1 | 0.8 | 1.1 | 1.1 | 1.1 | 1
TNAP act hi DEA | 1.1 | 1.1 | 1 | 1.1 | 1 | 1
APP 5UTR inh | -0.6 | -22.9 | 9.3 | 2.3 | 1.4 | 60.1*
bIAP inh | -6.4 | -17.6 | -8.5 | 4.7 | 6.1 | -9.5
RAM network inh | 5.0 | -1.0 | 2.6 | 0.1 | 0.4 | 1.4

19) CCOC(=O)C(=O)Nc1nc(-c2ccccc2)c(-c2ccccc2)o1
20) Cc1[nH]n(C(N)=S)c(=O)c1N=Nc1ccc(S(=O)(=O)N2CCCC2)cc1
21) COc1ccc(CCN=C(N)NS(=O)(=O)c2ccc3ccccc3c2)cc1
22) NC(=Nc1ccc(Cl)cc1)c1ccccc1
23) O=C1c2ccccc2C(=O)N1CCCCN(C(=O)c1ccc([N+](=O)[O-])cc1)c1ccc(Cl)cc1
24) CCNC(=O)COc1cccc2ccccc12
25) COC(=O)c1cc(CSc2nnc(NC3CCCCC3)s2)oc1C
26) CCC(=O)N1c2ccc(S(=O)(=O)CCC(=O)NCCC3=CCCCC3)cc2CC1C (stereo not given)

Compound | 19 | 20 | 21 | 22 | 23 | 24 | 25 | 26
TNAP inh hiacc | -3.4 | 24.4 | -3.8 | -1.9 | 0.2 | 1.4 | -5.0 | -2.7
FLuc inh counter | -1.7 | 11.2 | -7.1 | 1.6 | -3.5 | 1.2 | -6.1 | -7.1
Lmaj promast | -4.1 | -6.3 | 1.6 | 6.8 | 43.5 | 0.4 | 4.8 | 8.9
bIAP act | 1 | 1 | 1.1 | 0.9 | 0.9 | 0.8 | 1 | 1.1
TNAP inh noacc | -19.7 | 7.5 | -2.6 | -12.5 | -3.3 | -8.9 | -0.6 | -10.9
FLuc stim CS | 1 | 0.9 | 1.1 | 1 | 1 | 1 | 1.1 | 1.1
TNAP act hi DEA | 1 | 0.8 | 1 | 1 | 1 | 1 | 1.1 | 1
APP 5UTR inh | -14.8 | 2.5 | -5.1 | -39.4 | 6.4 | 6.4 | -14.4 | 13.0
bIAP inh | -2.5 | 4.6 | -14.4 | 7.6 | 9.2 | 19.2 | -3.8 | -12.9
RAM network inh | -1.1 | 4.3 | 1.0 | 0.2 | 5.1 | -0.1 | 1.5 | 2.0
